LGR2 antag = inhibitors of bursicon-induced LGR2 CRE-luciferase signal, primary screen, cell-based, HEK293, CRE-luciferase reporter, bursicon stimulation | bursicon-stimulated, 4 h | actives 0.35% (n = 380,000) | inhibition, % at 9.99 µM | Drosophila bursicon receptor LGR2 (rickets);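 active means drop in luminescence signal, shown as inhibition above about 50% in the replicate tests, limit read from the data, passing the limit was not always enough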;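 further: agonist challenge used bursicon conditioned medium at about half maximal strength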
ERAP1 inh = human ERAP1 aminopeptidase inhibitors, primary screen, biochemical, single point, plate reader; Endoplasmic reticulum aminopeptidase 1 (Homo sapiens), Q9NZ08; actives 0.15% (n = 340,000); inhibition, % at 10.7 µM; recombinant ERAP1, Leu-AMC fluorescence, 60 min;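 active means mean replicate inhibition of at least 30%, or all replicates individually reaching that 30% level; inactive means mean below 30% and not every replicate reaching it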;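 further: 0% = neutral control wells and 100% = L-leucinethiol positive control wells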
Cneo AK release = Cryptococcus neoformans cell lysis inducers, primary screen, AK release luminescence, single concentration; C. neoformans lysis, adenylate kinase release luminescence, 4 h; normalised: neutral wells 0, clomiphene wells 100; lysis activity, % at 15 µM; actives 0.2% (n = 360,000); AID 651654, 2012;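 active means mean lysis activity across replicates of at least 80%, whatever share of replicates individually reach that level; inactive means mean lysis activity below 80%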
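read-out = cell lysis signal | test system = log-phase Cryptococcus neoformans yeast cells | input = cells at 5 × 10^6 per mL | medium = fresh YPD growth medium | signal = luminescent adenylate kinase detection reagent | timing = 4 h at 37 °C static, read 1 h later | dosing = single dose | controls = Clomiphene as positive lysis control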
PGC1a acetyl inh = inhibitors of PGC1a acetylation signal, primary screen, cell-based, U2OS, AlphaScreen, inhibitor mode; AlphaScreen anti-acetyl-lysine; with virally co-expressed GCN5 acetyltransferase; inhibition, % at 15.6 µM; actives 0.17% (n = 350,000);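 active means every replicate shows inhibition of at least 40%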;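 further: 0% = neutral control wells and 100% = positive control wells; some results beyond the cut were filed as inactive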
Statin myotox sup = suppressors of statin myotoxicity in C2C12 myotubes, primary screen, cell-based, single point, plate reader. C2C12 myotubes + simvastatin, ATP luminescence, 48 h; scaled: DMSO 0, geranylgeraniol control 100. rescue of ATP level, % at 7.49 µM. actives 0.78% (n = 330,000);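 active means mean ATP rescue above about 67%, or every replicate alone reaching that limit, limit read from the data, passing the limit was not always enough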;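 further: myotubes were challenged with 10 µM simvastatin during compound exposure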
XiGFP reactiv = activators of inactive X chromosome reactivation, primary screen, imaging, XiGFP fibroblasts, GFP high-content imaging, set 2 | XiGFP mouse fibroblasts, % GFP-positive cells imaging, 3 d; cells co-treated with 5-aza-dC sensitizer; scaled so ellipticine positive control = 100% | activation, % at 7.58 µM | actives 0.055% (n = 360,000) | AID 743238, 2013;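 active means mean normalized replicate activation at least 10% and every replicate at or above 10%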;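 further: 0% = median of on-plate neutral control wells and 100% = ellipticine 6 µM median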
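System: 68-5-11 XiGFP fibroblast line | Buffer or medium: DMEM containing 5-aza-dC | Compound: Single point | Times: Compounds 3 days, fix/stain 15 min at room temperature | Benchmarks: Positive control ellipticine, 6 µM final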
S100A4 MyoIIA = inhibitors of S100A4-myosin IIA peptide binding, primary screen, biochemical, fluorescence polarization, TAMRA-MyoIIA peptide; Protein S100-A4 (Homo sapiens), P26447; inhibition, % at 10.7 µM; actives 0.14% (n = 360,000); AID 652163, 2013;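 active means mean inhibition of at least 70% across replicates, with every replicate also reaching that level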
Target sequence (P26447 whole entry, looked up): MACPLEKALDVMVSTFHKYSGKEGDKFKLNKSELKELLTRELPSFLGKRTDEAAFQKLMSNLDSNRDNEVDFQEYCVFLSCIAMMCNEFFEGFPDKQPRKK
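Compound dosing: one dose per compound; test system: human S100A4 monomer with TAMRA-labelled myosin IIA peptide; probe or stimulus: TAMRA-labelled myosin IIA heavy-chain peptide probe, 5 nM; medium: HEPES buffer with Ca2+, pH 7.2; schedule: 5 min incubation before reading; benchmarks: neutral control DMSO, positive control TFP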
SIRT5 block = SIRT5 desuccinylase inhibitors, primary screen, biochemical, fluorescence imaging, single point, set 5; actives 1.1% (n = 330,000); NAD-dependent protein deacylase sirtuin-5, mitochondrial (Homo sapiens), Q9NXA8; Purified SirT5, succinyl-peptide AMC, trypsin-coupled fluorescence; inhibition, % at 15 µM; in the data active means inhibition above about 15%
Target sequence (Q9NXA8 whole entry, looked up): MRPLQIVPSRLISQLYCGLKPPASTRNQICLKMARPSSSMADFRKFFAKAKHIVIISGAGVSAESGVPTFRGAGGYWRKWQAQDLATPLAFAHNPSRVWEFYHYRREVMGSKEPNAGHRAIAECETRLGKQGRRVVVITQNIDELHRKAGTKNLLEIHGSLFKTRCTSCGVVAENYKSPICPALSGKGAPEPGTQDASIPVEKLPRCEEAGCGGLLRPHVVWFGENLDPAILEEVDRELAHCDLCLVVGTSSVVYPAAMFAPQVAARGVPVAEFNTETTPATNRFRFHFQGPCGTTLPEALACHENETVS
* = called active by the depositor; . = no result given; & = joins results of further samples. Some of the compounds tested. The share of hits here may be higher or lower than overall.

SMILES	LGR2 antag	ERAP1 inh	Cneo AK release	PGC1a acetyl inh	Statin myotox sup	XiGFP reactiv	S100A4 MyoIIA	SIRT5 block
CC(=O)N1CCOc2ccc(S(=O)(=O)NC[C@H]3O[C@@H](n4cnc5c(N)ncnc54)[C@H](O)[C@@H]3O)cc21	-7	-3	2	2	7	-0.3	-1	-3
O=C(Nc1ccccc1F)N1CC(=O)N2[C@H](C1)[C@H](c1ccc(-c3cccnc3)cc1)[C@@H]2CO	5	2	.	-4	.	0.0	-1	1
FC(F)(F)c1ccccc1Cc1c(-c2cccc(Cl)c2)nc2ccc(Br)cn12	-41	-1	4	-2	4	0.2	20	-1
CCN1CCN(c2ccc(NC(=O)c3cc4ccccc4cc3OC)cc2C)CC1	-53	7	0	-22	10	0.4	1	-1
O=C(Cn1c(NCCO)nc2ccccc21)N1CCN(Cc2ccccc2)CC1	4	-6	0	5	.	-0.1	-3	-2
O=C(/C=C/c1ccccc1)NCC(=O)N/N=C/c1ccco1	-7	-3	1	.	3	0.0	1	1
CC(=O)c1cc(CN2CCC(n3nccc3NC(=O)c3ccccc3)CC2)cs1	2	-1	-1	4	.	0.1	-4	0
Cc1ccccc1N1C(=O)c2ccccc2C1O (centres undefined)	-1	0	-1	6	8	0.0	-2	-1
COc1ccc(-c2cn(CC[C@@H]3CC[C@H](NC(=O)CCN4CCCCC4)[C@H](CO)O3)nn2)cc1	-6	0	-15	-1	10	5.3	-1	-1
Cc1noc(C)c1NC(=O)N(C)C[C@@H]1Oc2ccc(NC(=O)Nc3ccc4c(c3)OCO4)cc2CC(=O)N([C@H](C)CO)C[C@H]1C	15	-3	-2	-8	-6	-0.7	17	4
CCOC(=O)c1ccc(NC(=O)COc2cc(=O)n(CC)c3ccccc23)cc1	1	.	0	5	-5	0.3	1	.
CC(=NNC(=S)N1CC2CCC(CC2)C1)c1cnccn1	-1	3	.	.	.	-0.1	0	-1
CC(=O)Nc1ccc(S(=O)(=O)N2CCN(CCN3CCOCC3)CC2)cc1Cl	6	-1	.	.	.	0.4	-4	0
CCC1(CC)NC(=O)N(CC(=O)OC(C)C(=O)Nc2ccc(Cl)cn2)C1=O (centres undefined)	-2	5	.	-2	.	0.0	-6	0
COc1ccc(-c2csc(Nc3ccc(S(N)(=O)=O)cc3)n2)cc1OC	3	0	.	.	.	0.0	-1	-6
CCOC(=O)c1c(-c2ccccc2)csc1NC(=O)c1nn(CC)cc1Br	2	9	.	-22	.	.	-20	-4
Cc1c(S(=O)(=O)N2CCCC2)c(=O)n(C)c(=O)n1C	17	1	-1	.	7	0.0	2	-2
O=C(N/N=C/c1ccc2cccnc2c1)c1ccco1	42	-8	-6	25	-2	0.0	-1	1
Cc1cc(C)c2nc(NC(=O)C3CC(=O)N(Cc4ccco4)C3)sc2c1 (centres undefined)	23	-6	7	-1	-9	0.3	19	5
CC(=O)N1CC2(C1)[C@@H](c1ccc(-c3ccc(C#N)cc3)cc1)[C@@H](CO)N2C(C)=O	2	.	.	8	.	0.2	-14	7
COc1cccc(NC(=O)CCc2ccccc2)c1	-26	1	0	9	6	0.0	8	.
Cc1cccc(NC(=O)CCSc2ccccc2)c1C	-10	9	-1	3	.	0.0	-4	-1
CCN(CC)c1ccc(S(=O)(=O)N2CCCCC2)cc1NC(=O)CSCc1c(C)noc1C	1	0	0	.	-13	0.0	-4	5
Cc1ccc(S(=O)(=O)N2CCC(=O)N([C@H](COCc3ccc(Cl)cc3Cl)Cc3ccccc3)CC2)cc1	10	.	.	.	.	0.0	-4	-4
COC(=O)[C@@]12C[C@@H](CC(=O)NCc3ccc(OC)c(OC)c3)C(=O)N(Cc3cccc4ccccc34)C1=CCC(C)(C)C2	23	4	.	.	.	0.1	-4	3
CC1CN(C(=O)c2ccc(COc3ccccc3Br)o2)CC(C)O1 (centres undefined)	-10	10	.	.	.	0.1	19	-4
C[C@H](CO)N1C[C@H](C)[C@@H](CN(C)S(C)(=O)=O)Oc2cc(C#Cc3ccc(F)cc3)ccc2S1(=O)=O	5	1	-7	-4	-5	-0.9	2	7
O=C(NC12CC3CC(CC(C3)C1)C2)OCCNC1CCCCC1	-1	.	.	.	.	0.0	1	3
CN1CCN(C(=O)c2cn(-c3ccccc3)nc2-c2cccs2)CC1	16	0	-1	-1	.	0.1	-5	0
O=C(CSc1n[nH]c(-c2ccco2)n1)Nc1ccccc1Cl	15	0	.	11	-1	0.0	-10	-1
CCc1nn2c(=O)cc(COc3cccc(NC(=O)c4ccco4)c3)nc2s1	-18	4	-1	5	-1	0.0	-17	0
COc1cc(/C=C(/C#N)C(=O)c2c(C)[nH]c3ccccc23)ccc1OCC#N	3	.	0	-6	8	.	5	0
COc1cccc(S(=O)(=O)Nc2ccc3c(c2)[C@@H]2C[C@@H](CC(=O)NCCc4ccccc4)O[C@@H](CO)[C@@H]2O3)c1	11	7	-5	6	4	0.0	-36	-1
CSc1ncnc2c1ncn2CC(=O)C1CCC2C3CCC4=CC(=O)CCC4(C)C3CCC12C (centres undefined)	90*	-2	.	-2	3	0.0	-15	1
Cc1ccc(OCc2n[nH]c(=S)n2C2CCCCC2)cc1	4	-2	0	0	57	.	-2	-1
CCC(=O)N1[C@@H]2Cn3c(cccc3=O)[C@H]1[C@@H](C(=O)N1CCc3ccccc3C1)[C@@H]2CO	-15	4	55	7	-7	0.3	3	3
CCCCn1c(N)c(N(CC(C)C)C(=O)COC(=O)Cc2cccc(OC)c2)c(=O)[nH]c1=O	0	-1	-2	.	.	0.6	1	-1
C=C1CCC(O)C2(C)CCC3C(C)C(=O)OC3C12O (centres undefined)	-1	0	-1	1	-2	0.3	1	-1
CC(=O)Nc1ccc(Nc2cc(C)nc3ccccc23)cc1	-32	.	-5	-2	3	0.1	-3	1
O=c1[nH]cc(CCc2ccccc2)c(=O)[nH]1	12	-2	-2	.	.	0.0	-2	-2
CCOC(=O)/C=c1\s/c(=C(\C#N)C(N)=O)n(-c2ccccc2)c1=O	-9	.	2	-15	.	0.2	-5	-2
CO[C@H]1CN(C)C(=O)c2cc(NC(=O)c3cc(C)on3)ccc2OC[C@H](C)N(C(=O)C2CC2)C[C@H]1C	-1	1	-4	7	-14	0.2	15	0
C[C@@H]1CN([C@@H](C)CO)C(=O)c2cccc(NS(=O)(=O)c3cccs3)c2O[C@H]1CN(C)Cc1ccc(C(F)(F)F)cc1	8&4	1&0	8&4	-9&-19	10&4	0.1&0.0	8&-8	-4
Cc1nc2cc(C(=O)OCC(=O)NC3CCS(=O)(=O)C3)ccc2n1-c1ccccc1 (centres undefined)	-13	.	-4	8	6	.	.	.
COc1c2ccoc2nc2c(OC)c(OC[C@@H](O)C(C)(C)O)ccc12	11	-3	0	4	2	0.1	3	-13
Cc1cccc(C)c1NC(=O)CN(C)CC(=O)Nc1ccc(F)c(Cl)c1	4	2	.	-6	-14	0.0	1	3
COc1cccc(S(=O)(=O)N(C)C[C@@H]2Oc3cc(C#CCC(C)C)ccc3S(=O)(=O)N([C@H](C)CO)C[C@@H]2C)c1	-12	1	4	-11	-1	0.1	5	-8
Cc1[nH]cnc1C(=O)N/N=C/c1ccc([N+](=O)[O-])s1	-21	2	-2	-27	49	0.1	-3	1
Cc1ccc(CN(C)C(=O)c2cc(COc3ccc(F)cc3Cl)on2)o1	-40	7	-14	18	1	0.0	3	-1
COc1ccc(/C(C)=N/OC/C(O)=C(\C#N)c2nc3ccccc3[nH]2)c(OC)c1	-13	7	.	7	.	0.0	7	-6
Cc1onc(-c2c(F)cccc2Cl)c1C(=O)N(C)CCc1ccccn1	1	2	0	-1	1	0.2	-4	-1
C[C@H](CO)N1C[C@H](C)[C@@H](CN(C)CC2CCOCC2)Oc2ncc(C#C[C@@H](C)O)cc2C1=O	3	-1	42	13	-11	-0.8	-1	-3
C[C@H]1CN([C@@H](C)CO)C(=O)c2cc(NC(=O)Cc3ccccc3)ccc2O[C@@H]1CN(C)Cc1ccc2c(c1)OCO2	5	-1	0	-3	12	0.1	0	3
C[C@H](CO)N1C[C@H](C)[C@@H](CN(C)C(=O)Nc2ccc(C(F)(F)F)cc2)Oc2ccc(NC(=O)Nc3ccc(C(F)(F)F)cc3)cc2CC1=O	-3	0	2	-2	-52	0.2	-9	2
O=C(NNC(=S)Nc1ccc(F)c(Cl)c1)c1ccccc1Br	-22	-1	-1	-8	-16	0.0	-13	3
O=C(Nc1ccc2[nH]ncc2c1)c1ccccc1Br	-4	0	-11	3	0	0.0	2	-2
CCNC(=O)C[C@H]1C=C[C@H](NC(=O)C2CCOCC2)[C@@H](CO)O1	4	-1	-3	3	-3	-0.4	-1	1
CCC(C)NC(=O)CSc1ncnc2sccc12 (centres undefined)	-2	-2	1	-6	4	0.0	0	0
COc1ccc(NC(=O)N(C)C[C@H]2OCCCC[C@@H](C)Oc3ccc(NS(=O)(=O)c4ccc(F)cc4)cc3C(=O)N([C@@H](C)CO)C[C@H]2C)cc1	8	-2	41	-7	.	0.4	50	15
CC(C)c1cn(CC[C@H]2CC[C@H](NC(=O)Nc3cc(Cl)cc(Cl)c3)[C@H](CO)O2)nn1	-3	0	-3	-5	-11	0.3	-7	-2

Exported with each value named: entries from further up.
O=C(NNC(=S)Nc1ccc(F)c(Cl)c1)c1ccccc1Br
  LGR2 antag = -22; ERAP1 inh = -1; Cneo AK release = -1; PGC1a acetyl inh = -8; Statin myotox sup = -16; XiGFP reactiv = 0.0; S100A4 MyoIIA = -13; SIRT5 block = 3
O=C(Nc1ccc2[nH]ncc2c1)c1ccccc1Br
  LGR2 antag = -4; ERAP1 inh = 0; Cneo AK release = -11; PGC1a acetyl inh = 3; Statin myotox sup = 0; XiGFP reactiv = 0.0; S100A4 MyoIIA = 2; SIRT5 block = -2
CCNC(=O)C[C@H]1C=C[C@H](NC(=O)C2CCOCC2)[C@@H](CO)O1
  LGR2 antag = 4; ERAP1 inh = -1; Cneo AK release = -3; PGC1a acetyl inh = 3; Statin myotox sup = -3; XiGFP reactiv = -0.4; S100A4 MyoIIA = -1; SIRT5 block = 1
CCC(C)NC(=O)CSc1ncnc2sccc12 (centres undefined)
  LGR2 antag = -2; ERAP1 inh = -2; Cneo AK release = 1; PGC1a acetyl inh = -6; Statin myotox sup = 4; XiGFP reactiv = 0.0; S100A4 MyoIIA = 0; SIRT5 block = 0

(more compounds)
SMILES	LGR2 antag	ERAP1 inh	Cneo AK release	PGC1a acetyl inh	Statin myotox sup	XiGFP reactiv	S100A4 MyoIIA	SIRT5 block
Cc1cccc(NC(=O)Cn2c(=O)n3nc(CCn4nc(C)cc4C)nc3c3ccccc32)c1	10	.	0	-77	49	.	.	.
N#Cc1cccn1-c1nccs1	-10	4	.	2	.	0.1	1	0
Cc1snc(SCc2ccc(F)cc2)c1C#N	-9	-2	2	4	2	0.1	2	-4
C[C@H](CO)N1C[C@H](C)[C@@H](CN(C)C(=O)Nc2ccc3c(c2)OCO3)Oc2ccc(NC(=O)Nc3ccccc3)cc2CC1=O	3	5	-12	7	-3	0.2	-6	3

Compound activity (PubChem)
